Assay outcomes as filed in PubChem.
Rv3671c protease: Rv3671c serine protease inhibitors, primary screen, biochemical, fluorescence polarization, M. tuberculosis H37Rv | P9WHR9 | AID 2606, 2010 | 0.048% of 320,000 active | inhibition, % at 5.96 µM; in the data active means inhibition above about 38%;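 further: extracellular domain of Rv3671c used as enzyme; 0% = enzyme with DMSO and 100% = no enzyme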
Target sequence (P9WHR9 whole entry, looked up, the tested form may be a part): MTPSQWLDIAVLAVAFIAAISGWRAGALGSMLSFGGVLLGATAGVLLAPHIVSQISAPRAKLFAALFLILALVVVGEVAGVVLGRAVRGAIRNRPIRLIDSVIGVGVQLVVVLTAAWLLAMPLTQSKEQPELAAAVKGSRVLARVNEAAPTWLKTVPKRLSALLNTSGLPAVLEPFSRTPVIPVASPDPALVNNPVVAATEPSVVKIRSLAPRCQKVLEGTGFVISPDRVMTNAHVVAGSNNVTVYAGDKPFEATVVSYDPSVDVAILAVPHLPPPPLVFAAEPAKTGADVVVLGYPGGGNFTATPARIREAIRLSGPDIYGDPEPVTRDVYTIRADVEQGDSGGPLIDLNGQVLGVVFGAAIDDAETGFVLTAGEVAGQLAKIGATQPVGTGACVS
DUSP3 inh: VHR1 phosphatase inhibitors, primary screen, biochemical, absorbance, uHTS. AID 1654, 2009. inhibition, % at 13.3 µM. Dual specificity protein phosphatase 3 (Homo sapiens), P51452. 0.52% of 290,000 active. recombinant VHR phosphatase, pNPP absorbance; in the data active means inhibition above about 50%; further: some compounds called inactive have numbers as strong as hits
Target sequence (P51452 whole entry, looked up): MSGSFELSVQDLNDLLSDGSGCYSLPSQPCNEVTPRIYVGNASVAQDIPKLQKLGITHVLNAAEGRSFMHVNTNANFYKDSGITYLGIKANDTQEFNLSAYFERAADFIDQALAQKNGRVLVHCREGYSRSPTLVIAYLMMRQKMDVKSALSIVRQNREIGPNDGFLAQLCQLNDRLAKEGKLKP
TcdB GH inh: TcdB glycohydrolase inhibitors, primary screen, biochemical, single point, plate reader | 0.24% of 350,000 active | TcdB glycohydrolase enzymatic assay | inhibition, % at 9.99 µM | Toxin B (Clostridioides difficile), P18177; in the data active means inhibition above about 10%
Vc quorum ag: inducers of Vibrio cholerae quorum light production without autoinducers, primary screen, BH1578 luxS cqsA deficient, single point; activation, % at 18.7 µM; V. cholerae BH1578 lux reporter, luminescence, 6 h; 0.16% of 350,000 active; AID 588436, 2011; in the data active means activation mostly above about 9.7%, no sharp cut-off; inconclusive means no clear call, values can overlap the other calls; inactive means mostly below about 3.7%; further: not every result past the cut was called active; inactives centre near 0; reference of the scale not given here
PrPC surface inh: inhibitors of human cell surface prion protein PrPC, primary screen, cell-based, TR-FRET; 0.43% of 370,000 active; TR-FRET read-out; inhibition, % at 13.8 µM; Major prion protein (Homo sapiens), P04156; in the data active means inhibition above about 24%; further: 0% = median of the test wells and 100% = reference compound wells
CCHFV vOTU inh: CCHFV vOTU protease inhibitors, primary screen, biochemical, Pep-AMC substrate, fluorescence | AID 651958, 2012 | Crimean-Congo hemorrhagic fever virus L polyprotein viral ovarian tumor (vOTU) protease … | inhibition, % at 11.5 µM | 0.55% of 370,000 active; in the data active means inhibition above about 30%; further: 0% = vehicle wells with enzyme and 100% = no enzyme wells
MazF activator: activators of E. coli MazEF toxin-antitoxin RNase, primary screen, biochemical, fluorescence, uHTS; 0.32% of 350,000 active; Endoribonuclease toxin MazF (Escherichia coli (strain K12)), P0AE70; FAM/BHQ RNA-DNA oligo cleavage fluorescence, 5 h; activation, % at 20 µM; in the data active means activation above about 50%
Target sequence (P0AE70 whole entry, looked up): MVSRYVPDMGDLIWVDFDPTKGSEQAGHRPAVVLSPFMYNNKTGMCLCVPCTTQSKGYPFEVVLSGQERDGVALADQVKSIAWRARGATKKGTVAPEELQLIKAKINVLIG
PriA SSB inh: inhibitors of Klebsiella pneumoniae PriA binding to SSB C-terminal tail, primary screen, biochemical, AlphaScreen | AlphaScreen SSBct-PriA binding, biotinylated peptide | inhibition, % at 33 µM | 0.6% of 430,000 active | AID 1272365, 2023; in the data active means inhibition mostly above about 37%, no sharp cut-off; inactive means mostly below about 20%;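 further: plate controls were negative control peptide for no effect and reference peptide for full effect; strong numbers were not always called active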
3CLpro inhibitor: SARS-CoV 3CLpro protease inhibitors, primary screen, biochemical, quenched FRET; AID 1706, 2009; 0.14% of 290,000 active; recombinant SARS-CoV 3CLpro, quenched FRET peptide cleavage; inhibition, % at 6 µM; in the data active means inhibition above about 12%
Yp Topo-I inh: Yersinia pestis topoisomerase I inhibitors, primary screen, biochemical, cleavage product accumulation, plate reader, single point. DNA topoisomerase I (Yersinia pestis CO92). Y. pestis Topo-I cleavage product accumulation. activity, % at 10 µM. 0.064% of 360,000 active. AID 504884, 2011; in the data active means activity above about 50%, passing the limit was not always enough; inconclusive means no clear call, values can overlap the other calls; further: inactives centre near 2
An asterisk follows results filed as active; i = inactive; u = inconclusive; x = no result given; + = active, no number; & = joins results of further samples.

entry	Molecule	Rv3671c protease	DUSP3 inh	TcdB GH inh	Vc quorum ag	PrPC surface inh	CCHFV vOTU inh	MazF activator	PriA SSB inh	3CLpro inhibitor	Yp Topo-I inh
1	CCC(C)n1c(SCC(=O)Nc2ccccc2C(F)(F)F)nc2ccsc2c1=O (configuration not stated)	8	14	x	i	8	2	-5	-39	3	-2
2	O=C(CSc1ncnc2nc[nH]c12)Nc1nnc(SCc2ccc(Cl)c(Cl)c2)s1	-46	-6	-0.5	-0.1	9	4	-8	-14	2	-5
3	Cn1c(=O)oc2cc(S(=O)(=O)NCCN3CCN(c4ccccc4F)CC3)ccc21	1	34	1.8	i	-3	-6	12	-21	-1	-6
4	COc1ccc(C(=O)Nc2nc3ccc(S(C)(=O)=O)cc3s2)cc1OC	-7	-6	0.3	-0.6	-1	-3	20	3&0	7	1
5	CNC(=O)CCCN1C(=O)c2ccccc2Sc2ncccc21	2	-10	-0.9	i	4	-6	4	-8	-1	3
6	Cc1nn(CCC(=O)N2CCN(S(=O)(=O)c3ccc(Cl)cc3)CC2)c(C)c1C	-6	16	0.3	-0.6	8	-15	9	-8	-5	6
7	CCN1CCN(CCCNC(=O)c2ccc3c(Cl)c4c(nc3c2)CCCC4)CC1	-2	35	0.5	-0.2	-10	10	19	7	-3	1
8	COc1cc(C2CC(=O)N3CN(Cc4ccccc4)CSC3=C2C#N)ccc1OCc1ccccc1 (configuration not stated)	0	21	6.2	-0.1	0	23	-2	2	1	11
9	COc1ccc(C(=O)Nc2cc(C)c3c(=O)oc4ccccc4c3n2)cc1	-3	15	2.3	x	-11	1	0	-6	2	-3
10	CC[C@]12c3[nH]c4ccc(OC)cc4c3CCN1C(=O)C(CC(=O)NCc1cccc(C(F)(F)F)c1)C[C@@H]2C(=O)N1CCN(C(=O)c2ccco2)CC1 (some centres not stated)	x	x	-2.4	-1.0	0	18	8	9	x	17
11	CCCNC(=O)COC(=O)/C=C/c1ccco1	0	26	1.1	+	-7	-5	5	-10	2	-10
12	COc1ccc(CCN(C)C2CCCN(S(=O)(=O)c3ccccc3)C2)cc1OC (configuration not stated)	x	-5	-0.7	-0.2	5	-14	-1	-3	2	4
13	Cc1nc(CNS(=O)(=O)c2ccc3c(c2)OCCO3)cs1	2	25	x	1.4	9	11	6	-14	3	1
14	C/C(=N\N1CCN(C)CC1)c1ccc(Cl)c(Cl)c1	-5	-1	0.1	i	-1	-4	-2	x	-5	6
15	COc1ccccc1OCC(=O)NNC(=O)c1cnccn1	1	28	x	-0.3	0	22	-1	1	0	-4
16	COCCn1c(=NC(=O)c2ccc(S(=O)(=O)N3CCOCC3)cc2)sc2cc(S(N)(=O)=O)ccc21	-11	21	0.1	i	-4	22	13	1	3	9
17	NC(=O)c1ccc(NC(=O)c2cncn2-c2ccccc2)cc1	-3	25	0.7	-0.3	5	1	5	7	0	-6
18	Cc1onc(-c2ccccc2)c1C(=O)OCc1nnc(-c2ccccc2)o1	-8	x	1.0	i	5	-1	-5	-36	x	15
19	CN1CCN(CCCN(Cc2cccs2)C(=S)Nc2ccc(Cl)cc2)CC1	-2	12	0.0	-1.4	4	-14	8	-4	0	-13
20	CCOc1ncccc1C(=O)OCC(=O)Nc1cc(S(=O)(=O)N2CCCCC2)ccc1Cl	x	x	2.4	-0.7	1	-4	-5	9	x	27

The list goes on, starting with the last two of the part before.
entry	Molecule	Rv3671c protease	DUSP3 inh	TcdB GH inh	Vc quorum ag	PrPC surface inh	CCHFV vOTU inh	MazF activator	PriA SSB inh	3CLpro inhibitor	Yp Topo-I inh
19	CN1CCN(CCCN(Cc2cccs2)C(=S)Nc2ccc(Cl)cc2)CC1	-2	12	0.0	-1.4	4	-14	8	-4	0	-13
20	CCOc1ncccc1C(=O)OCC(=O)Nc1cc(S(=O)(=O)N2CCCCC2)ccc1Cl	x	x	2.4	-0.7	1	-4	-5	9	x	27
21	COc1ccc2c(c1)sc(=N)n2C	-13	17	2.5	i	-3	5	-2	1	0	0
22	COc1ccccc1NC(=O)CSc1nc2c(sc3ccccc32)c(=O)n1CCN(C)C	-6	-4	0.3	-0.2	2	-27	17	16	4	11
23	COc1ccc(-c2nc(-c3cccc(C)c3)nc(N3CCN(C)CC3)c2C#N)cc1	-1	30	x	i	2	17	3	-8	-1	3
24	CC(C)CCN1CCC(CN2C(=O)C(=O)NC[C@@H]2Cc2ccccc2)CC1	x	x	6.7	1.4	-10	1	8	5	x	-2
25	CCOc1ccc(NC(=O)c2ccc(Br)o2)c([N+](=O)[O-])c1	-3	11	x	i	-5	4	27	-20	-3	8
26	c1ccc2c(c1)OCC(c1nnc3sc(-c4ccc5c(c4)OCO5)nn13)O2 (configuration not stated)	-7	0	x	i	3	1	-10	-9	-5	-11
27	Cc1ncc([N+](=O)[O-])n1CC(=O)N/N=C/c1ccc(F)cc1	-1	22	-1.0	0.4	2	1	3	x	2	0
28	c1ccc(Nc2nnc(SCc3cccc4ccccc34)s2)cc1	-2	-4	x	3.6	4	6	-1	9	2	24
29	COc1ccc(-c2cc(C(F)F)n3ncc(C(=O)N4CCN5CCCC5C4)c3n2)cc1 (configuration not stated)	-5	4	x	i	-14	-17	9	-11	1	2
30	Cc1cccc(C)c1NC(=S)Nc1ccc(Cl)c(Cl)c1	-2	12	2.1	-0.4	14	-1	-11	-14	-1	0
31	Cc1cccn2c(=O)c3cc(C(=O)NCc4ccco4)c(=N)n(CCc4ccccc4)c3nc12	-15	11	2.1	i	-16	-145	54*	6	3	1
32	Cc1cccc([C@@H]2[C@@H]3C(=O)N(Cc4ccccc4)C(=O)[C@@H]3[C@]3(CC(C)C)C(=O)N(c4cccc(Br)c4)C(=O)N23)c1	-19	28	x	1.1	x	x	-28	5	6	18
33	Cc1cc(C)c(NC(=O)CN2C(=O)NC(Cc3ccccc3)C2=O)c(C)c1 (configuration not stated)	4	-3	-1.9	-0.8	2	19	0	-9	-4	9
34	O=C(COc1ccc(F)cc1Cl)Nc1cc(S(=O)(=O)N2CCOCC2)ccc1N1CCCCC1	2	37	2.2	-0.2	4	-6	-20	7	5	29
35	NC(c1ccccc1)c1csc(Nc2ccc(C(=O)c3ccccc3)cc2)n1 (configuration not stated)	x	x	0.2	-0.7	19	-3	x	x	x	-15
36	CC(=NO)C1CCC2C3CCC4=CC(=NO)CCC4(C)C3C(=O)CC12C (configuration not stated)	x	x	1.2	i	7	-20	4	8	x	9
37	NS(=O)(=O)c1ccc(CCNC(=O)COC(=O)C2CCCN2C(=O)c2cccs2)cc1 (configuration not stated)	5	29	x	i	-2	-29	-3	-9	-3	3
38	Cc1sc2ncnc(OCC(=O)Nc3ccc4c(c3)OCCO4)c2c1C	0	18	x	-0.2	-1	5	3	-1	-4	-7
39	Cc1cc(NC(=O)CSc2c3c(nc4ccccc24)CCC3)no1	11	13	0.1	-0.1	2	-7	0	6	2	1
40	NC(=O)c1nc(-c2cccs2)nc2c1[nH]c(=O)n2-c1ccc(F)cc1	-7	6	0.0	-0.2	0	-7	-13	2	3	11
41	CC(C)(C)OC(=O)CC[C@@H](C(=O)NCCCCCCCCCCC(=O)N1CCN(C(=O)OC(C)(C)C)CC1)n1cc(CCCCCNC(=O)OC(C)(C)C)nn1	8	x	1.7	-0.3	4	10	-9	-11	x	u
42	CCCCc1cc(=O)oc2cc(OCC(=O)N3CCC(C(N)=O)CC3)ccc12	-7	25	1.7	-0.3	0	-3	6	-3	-1	7
43	O=C(CCN1C(=O)C2CCCCC2C1=O)Nc1ccc(OC(F)F)cc1 (configuration not stated)	0	x	1.1	1.4	-3	-11	-3	-4	x	-3
44	Brc1ccc2oc(-c3ccn[nH]3)cc2c1	2	16	0.3	0.5	2	-5	3	-2	0	4
45	CC(C)(C)C(=O)NC(=S)Nc1ccccc1F	-1	19	x	-0.9	-2	3	6	-17	3	-2
46	Cc1cccc(-n2c(C)cc(/C=N\NC(=O)c3cccs3)c2C)c1	-12	8	0.3	0.2	6	-2	-2	x	6	-1
47	CNc1cncc(-c2ccc(OC)c(OC)c2)n1	x	x	0.8	i	-1	-55	x	x	x	-10
48	CC(=O)CSc1nc(-c2ccccc2)c(-c2ccccc2)o1	2	1	0.8	i	5	-9	-8	-6	5	-2
49	CCOc1ccccc1NC(=O)COC(=O)/C=C/c1ccc(OC)c(OC)c1	-2	14	0.5	0.3	11	16	2	6	2	1
50	Cc1c(C)c2ccc(OCC(=O)NC3CCN(Cc4ccccc4)CC3)c(C)c2oc1=O	0	10	0.4	0.3	-1	-22	12	-6	-10	1
51	Cc1ccc(S(=O)(=O)N2CCSC2)cc1C	-7	-10	0.7	-8.8	-2	-6	-7	-1	6	1
52	Clc1ccc(-c2nc(-c3cnccn3)no2)cc1	-3	25	-4.1	i	5	2	8	-15	-1	1
53	COc1ccccc1-n1c(CNC(=O)c2cccc([N+](=O)[O-])c2C)n[nH]c1=S	15	16	1.5	1.0	3	9	5	-9	1	1
54	O=P(O)(OCc1ccccc1)OCc1ccccc1	-2	x	1.1	-0.3	-3	9	2	14	x	4
55	CC1CCCN(C(=O)CCc2ccccc2)C1 (configuration not stated)	-12	3	x	-0.5	0	0	1	-1	-5	4

Arranged by number of heavy atoms (smallest number first): some entries from above
entry	Molecule	Rv3671c protease	DUSP3 inh	TcdB GH inh	Vc quorum ag	PrPC surface inh	CCHFV vOTU inh	MazF activator	PriA SSB inh	3CLpro inhibitor	Yp Topo-I inh
45	CC(C)(C)C(=O)NC(=S)Nc1ccccc1F	-1	19	x	-0.9	-2	3	6	-17	3	-2
54	O=P(O)(OCc1ccccc1)OCc1ccccc1	-2	x	1.1	-0.3	-3	9	2	14	x	4
46	Cc1cccc(-n2c(C)cc(/C=N\NC(=O)c3cccs3)c2C)c1	-12	8	0.3	0.2	6	-2	-2	x	6	-1
49	CCOc1ccccc1NC(=O)COC(=O)/C=C/c1ccc(OC)c(OC)c1	-2	14	0.5	0.3	11	16	2	6	2	1
50	Cc1c(C)c2ccc(OCC(=O)NC3CCN(Cc4ccccc4)CC3)c(C)c2oc1=O	0	10	0.4	0.3	-1	-22	12	-6	-10	1

A portion of the library; the hit share may differ from the screen's.
